RXFP1 antagonist: blocks the human relaxin receptor RXFP1; HEK293-RXFP1, relaxin-stimulated cAMP HTRF, 30 min; active compounds read low; activity change, negative = inhibition, % at 57.5 µM; 0.59% of 350,000 active; AID 1259400;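 active = activity change of -60% or lower, but not beyond a set lower limit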; also: % is scaled to controls: 0 for no effect and ±100 for the full control effect
TRHR enhancer: allosterically enhances the human TRH receptor; enhancement, % at 2 µM; TRHR cells, fluo-8 calcium fluorescence, EC20 TRH enhancement; AID 493056; 0.66% of 360,000 active; P34981; in the data active = enhancement above about 30%; also: 0% is about no effect
Target sequence (P34981 whole entry, looked up): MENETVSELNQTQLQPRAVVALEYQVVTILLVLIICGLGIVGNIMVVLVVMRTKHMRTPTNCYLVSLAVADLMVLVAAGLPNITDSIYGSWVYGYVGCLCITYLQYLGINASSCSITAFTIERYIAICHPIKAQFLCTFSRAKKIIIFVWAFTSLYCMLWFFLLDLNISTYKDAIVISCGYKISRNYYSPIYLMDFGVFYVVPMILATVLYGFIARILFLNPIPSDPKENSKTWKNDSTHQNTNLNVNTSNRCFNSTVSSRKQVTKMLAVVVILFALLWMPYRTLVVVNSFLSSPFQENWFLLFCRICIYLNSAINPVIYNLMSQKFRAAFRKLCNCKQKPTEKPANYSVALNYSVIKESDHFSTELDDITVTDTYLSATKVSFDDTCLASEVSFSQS
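TRHR-expressing cells loaded with fluo-8 calcium dye were read kinetically (ex 480/em 530) during compound addition, then stimulated with an EC20 of TRH (10 nM final). Enhancement of the Gq-mediated intracellular calcium response was scored.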
D1 antagonist: human D1 dopamine receptor antagonism; HEK293 TREx D1 cells, calcium flux, dopamine EC80; active compounds read low; activity change, negative = inhibition, % at 10 µM; 3.2% of 360,000 active; AID 504652; in the data active = activity change below about -30%; also: % is scaled to controls: 0 for no effect and ±100 for the full control effect
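Inducible Hek293 Trex D1 cells (tetracycline, overnight, 30 C). Calcium dye 30–90 min RT. Antagonist mode: EC80 dopamine added after 180 s compound read.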
D1 PAM: human D1 dopamine receptor positive modulation. 0.036% of 360,000 active. potentiation, % at 10 µM. AID 504651. HEK293 TREx D1 cells, calcium flux, dopamine EC20 potentiation. P21728; in the data active = potentiation above about 30%; also: 0% is about no effect
RXFP1 ag: RXFP1 (human) receptor agonism. Q9HBX9. HEK293T-RXFP1 cAMP TR-FRET, 30 min; response scale: percent of porcine relaxin response, buffer zero. Potency, µM (top dose mostly 57.5 µM), for the others: at the top dose activation, usual class: activators. 0.3% of 370,000 active. AID 2676; active = well fitted activation curve with a large enough effect; also: potency is read from the fitted curve at half-maximal effect; % is scaled to controls: 0 for no effect and ±100 for the full control effect; nearly all actives have a fitted effect of over 60% in size; many of its hits are not listed in these tables
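cAMP rise read by TR-FRET after 30 min, 37C compound exposure (up to 58 uM) in RXFP1-transfected HEK293 cells with Ro 20174 present. EC50 from Hill-equation fits, with 29 nM porcine relaxin as 100% and buffer as basal.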
D2 agonist: agonists of human D2 dopamine receptor | HEK293 T-REx D2 cells, calcium flux agonist mode | 0.53% of 340,000 active | P14416 | activation, % at 2 µM;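 active = activation over 3 SD above normal in the single-dose calcium agonist read, cut at about 30% in these data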; also: 0% is about no effect
Target sequence (P14416 whole entry, looked up): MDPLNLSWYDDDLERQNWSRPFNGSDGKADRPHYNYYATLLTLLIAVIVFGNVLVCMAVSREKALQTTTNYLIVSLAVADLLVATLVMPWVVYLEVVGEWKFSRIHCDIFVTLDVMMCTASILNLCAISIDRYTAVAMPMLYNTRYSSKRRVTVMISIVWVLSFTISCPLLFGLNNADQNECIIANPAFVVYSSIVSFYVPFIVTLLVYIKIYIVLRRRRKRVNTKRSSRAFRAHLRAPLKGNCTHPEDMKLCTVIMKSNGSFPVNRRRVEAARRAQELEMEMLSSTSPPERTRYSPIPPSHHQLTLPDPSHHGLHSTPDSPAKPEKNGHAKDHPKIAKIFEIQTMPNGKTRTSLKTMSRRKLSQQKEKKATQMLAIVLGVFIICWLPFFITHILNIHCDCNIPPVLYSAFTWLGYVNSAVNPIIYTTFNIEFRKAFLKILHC
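Tetracycline-induced HEK293 Trex cells with D2 receptor force-coupled to calcium signaling, plated overnight at 30 C and loaded with no-wash calcium dye. Calcium flux read kinetically for 180 s after compound addition; responses flag agonists.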
D2 potentiator: positively modulates the human D2 dopamine receptor allosterically; P14416; HEK293 T-REx D2, calcium flux, EC20 dopamine potentiation; potentiation, % at 10 µM; 0.34% of 340,000 active; AID 485347;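 active = potentiation over 3 SD above the plate norm, cut at about 30% in these data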; also: 0% is about no effect
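Tetracycline-induced Hek293 Trex D2 cells, force-coupled to calcium, loaded with no-wash calcium dye. Compound added with 180 s kinetic read for agonism, then EC20 dopamine and a further 180 s read for potentiation.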
D2 antagonist: antagonizes the human D2 dopamine receptor; P14416; HEK293 TREx D2 cells, calcium flux, dopamine EC80; inhibition, % at 10 µM; 2% of 340,000 active; AID 485344; in the data active = inhibition above about 30%; also: 0% is about no effect
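Compounds are added to dye-loaded, induced HEK293 T-REx cells coupled to calcium release via D2; after a 3 min kinetic read an EC80 dopamine stimulus is given and fluorescence is recorded for 3 more min.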
D1 ag: agonists of human D1 dopamine receptor; P21728; HEK293 T-REx D1 cells, calcium flux, agonist mode; activation, % at 2 µM; 1% of 360,000 active; in the data active = activation above about 30%; also: 0% is about no effect
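Agonism was scored from calcium flux recorded over 180 s (1 read/s) after pintool compound addition, following a 10-cycle baseline. Cells were inducible force-coupled HEK293 TREx D1, plated overnight at 30 C and loaded with no-wash calcium dye.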
* marks the source's active call; other numbers are inactive results; . = not tested or not shown; & = joins results of further samples. This is a subset, so the mix of outcomes need not match the whole.

SMILES	RXFP1 antagonist	TRHR enhancer	D1 antagonist	D1 PAM	RXFP1 ag	D2 agonist	D2 potentiator	D2 antagonist	D1 ag
O=C(NNC(=O)c1cc(-c2ccc(Cl)c(Cl)c2)nc2ccccc12)Nc1ccccc1	4	-11	5	-3	1.2%	-0.8	-11	-8	5
CCOc1ccccc1N(C(=O)Nc1ccc(Cl)cc1)C1=NCCS1	-3	17	-8	6	-0.9%	0.2	-15	-2	3
Cc1ccc2nc(NNC(=O)c3ccc4c(c3)OCCO4)sc2c1	.	-3	10	0	0.7%	-1.1	-6	-14	3
O=c1ccc(-c2ccc([N+](=O)[O-])cc2)nn1-c1ccccc1	-7	8	-8	2	2.5%	-1.6	16	-17	-3
Cc1ccc(Sc2c(C)[nH]n(C(C)(C)C)c2=O)cc1	9	-3	14	-2	0.6%	-0.6	0	-3	1
O=C(CC1=NCCNC(c2ccccc2)C1)c1ccccc1O (configuration not stated)	-19	-11	-41*	-9	1.9%	-1.5	-10	10	3
COC(=O)CN(C(=S)Nc1ccccc1)C1CC(=O)N(c2ccc(OC)cc2)C1=O (configuration not stated)	-10	-3	-1	-6	-0.3%	1.0	2	-1	3
COC(=O)CN1C(=O)CSc2ccc(S(=O)(=O)Nc3ccc(C)c(Cl)c3)cc21	0	0	6	-2	-0.6%	-0.1	-2	.	-2
Cc1occc1C(=O)NCCc1cccc(Cl)c1	-7	-4	-13	-3	-0.2%	1.2	-10	-10	2
COCCN1CCn2c(nc3cc([N+](=O)[O-])ccc32)C1	13	-1	7	-3	0.0%	0.6	-3	9	5
COc1ccc(CNC(=O)c2cc3c(=O)n(Cc4cccnc4)ccc3nc2C)cc1	-4	8	8	-4	2.9%	-0.6	11	.	0
CCOc1ccc(NC(=S)NCCCn2ccnc2)cc1	-2	5	-5	-5	2.0%	0.5	1	3	1
CCOc1cc(/C=C2\C(=N)N3N=C(N4CCCCC4)SC3=NC2=O)ccc1OC(=O)c1ccco1	-20	-2	0	-4	2.7%	0.1	8	-9	0
Clc1ccc(SCCCCn2ccnc2)cc1	-4	-10	-9	-4	0.2%	1.9	.	-17	12
Cc1ccc(-c2nn(CC(=O)NCc3cc(-c4nn(C)c(=O)c5ccccc45)ccc3C)c(=O)c3ccccc23)cc1	-9	9	8	6	2.7%	1.0	-4	-7	0
CC1CCN(S(=O)(=O)c2ccc3c(ccn3CCC(=O)NCc3ccc(N(C)C)cc3)c2)CC1	-8	4	-73*	-4	-1.7%	-0.2	5	.	-1
COCCCn1c(=N)c(C(=O)NCC2CCCO2)cc2c(=O)n3ccccc3nc21 (configuration not stated)	9	-14	-1	1	16%	0.3	-1	-2	3
CCCOc1ncnc2c1[nH]c1ccccc12	8	-3	4	-8	0.1%	0.1	-8	5	12
COc1cccc(COc2ccc3c(C)cc(=O)oc3c2)c1	-10	-12	9	-2	0.8%	-1.3	4	9	3
CCOC(=O)c1ccc(NC(=O)c2nn(CC)cc2Br)cc1	2	-11	-6	11	0.9%	0.2	25	17	1
C(=N\N1CCN(C2c3ccccc3-c3ccccc32)CC1)/c1ccccn1	-11	4	29	6	1.8%	-1.9	9	3	2
O=C1Nc2ccc(Cl)cc2/C1=C/C1CC=CCC1 (configuration not stated)	-13	1	3	7	2.3%	3.3	4	3	12
Cc1ccc(C)c(N2CCN(C(=O)C(C)n3c(C)c4cnn(-c5ccccc5)c(=O)c4c3C)CC2)c1 (configuration not stated)	.	2	-8	-3	-0.2%	-0.1	15	.	-2
CCN(CCCNC(=O)Cn1ncc2c([nH]c3ccc(C)cc32)c1=O)c1cccc(C)c1	-18&8	13&6	-8&-1	2&-1	3.7%&1.2%	0.5&0.7	-11&-6	20	2&1
CC(=O)c1ccc(C(=O)N2CCCC(C(=O)c3ccc(Cl)cc3)C2)s1 (configuration not stated)	-2	1	-7	-5	28%	0.1	4	2	1
CN(C(=O)COC(=O)c1cc(-c2ccccc2Cl)nc2ccccc12)C1CCS(=O)(=O)C1 (configuration not stated)	23	17	12	0	1.9%	0.5	0	-1	1
CC(=O)Cn1c(C(F)(F)F)nc2ccccc21	-17	3	9	-3	0.4%	-1.3	2	19	6
COc1cc(CNC(C)C23CC4CC(CC(C4)C2)C3)cc(OC)c1OC (configuration not stated)	-8	-3	14	-3	-0.6%	1.0	-11	-5	7
COc1ccc(NC(=O)Nc2ccc3c(c2)N(C)C(=O)CS3)cc1OC	.	6	-18	-2	-1.8%	-2.5	8	15	5
Cc1csc(NC(=O)CSCc2c(C)noc2C)n1	-5	4	3	-3	-0.5%	-0.1	3	3	2
CCOC(=O)c1ccc2[nH]c3ccccc3c2c1	.	3	-8	-6	0.4%	0.7	-5	-6	1
COc1ccc(Cn2c(=O)c3cccnc3n(Cc3cccc(OC)c3)c2=O)cc1	.	-4	1	-5	-1.5%	0.0	18	.	8
COc1cc(NC(=O)CCC(=O)OCCCC(F)(F)C(F)(F)F)nc(OC)n1	12	4	21	3	1.3%	-1.0	10	-22	3
CCC(C)(C)NC(=O)c1ccc2c(c1)S(=O)(=O)c1ccccc1C2=O	10	7	-1	2	5.1%	0.0	17	-14	2
Cc1c(C(=O)Nc2ccccc2[N+](=O)[O-])csc1-c1ccccc1	-7	-3	-12	8	0.4%	-0.6	5	1	6
Cc1cc(C(=O)NCC(=O)OCC(=O)Nc2ccc(OC(F)F)cc2)ccc1[N+](=O)[O-]	-1	-3	-1	-12	-1.5%	-0.7	-2	-7	2
c1ccc(N2CCN(c3nc(NCc4ccco4)c4ccccc4n3)CC2)cc1	-15	3	-78*	-16	0.9%	-0.2	-25	-1	1
COc1ccc(CNC(=O)C(c2ccco2)N(C(=O)c2snc(C(N)=O)c2N)c2cccc(OC)c2)cc1 (configuration not stated)	-11	0	-5	-2	1.3%	-1.7	-4	1	4
CN(C)S(=O)(=O)c1ccc(C(=O)NCC(C)(C)N2CCOCC2)cc1	-4	3	0	-3	7.2%	.	7	.	4
C=CCN1C(=O)c2ccc(C(=O)N(C)Cc3ccc(C)o3)cc2C1=O	-3	11	4	7	3.4%	.	7	.	1

Part of the list above in order of SMILES length, smallest number first.
SMILES	RXFP1 antagonist	TRHR enhancer	D1 antagonist	D1 PAM	RXFP1 ag	D2 agonist	D2 potentiator	D2 antagonist	D1 ag
Cc1csc(NC(=O)CSCc2c(C)noc2C)n1	-5	4	3	-3	-0.5%	-0.1	3	3	2
COc1ccc(NC(=O)Nc2ccc3c(c2)N(C)C(=O)CS3)cc1OC	.	6	-18	-2	-1.8%	-2.5	8	15	5
C(=N\N1CCN(C2c3ccccc3-c3ccccc32)CC1)/c1ccccn1	-11	4	29	6	1.8%	-1.9	9	3	2
CN(C)S(=O)(=O)c1ccc(C(=O)NCC(C)(C)N2CCOCC2)cc1	-4	3	0	-3	7.2%	.	7	.	4
CC(=O)c1ccc(C(=O)N2CCCC(C(=O)c3ccc(Cl)cc3)C2)s1 (configuration not stated)	-2	1	-7	-5	28%	0.1	4	2	1
COc1cc(NC(=O)CCC(=O)OCCCC(F)(F)C(F)(F)F)nc(OC)n1	12	4	21	3	1.3%	-1.0	10	-22	3
CCN(CCCNC(=O)Cn1ncc2c([nH]c3ccc(C)cc32)c1=O)c1cccc(C)c1	-18&8	13&6	-8&-1	2&-1	3.7%&1.2%	0.5&0.7	-11&-6	20	2&1
CN(C(=O)COC(=O)c1cc(-c2ccccc2Cl)nc2ccccc12)C1CCS(=O)(=O)C1 (configuration not stated)	23	17	12	0	1.9%	0.5	0	-1	1
Cc1ccc(C)c(N2CCN(C(=O)C(C)n3c(C)c4cnn(-c5ccccc5)c(=O)c4c3C)CC2)c1 (configuration not stated)	.	2	-8	-3	-0.2%	-0.1	15	.	-2

The listing continues:
SMILES	RXFP1 antagonist	TRHR enhancer	D1 antagonist	D1 PAM	RXFP1 ag	D2 agonist	D2 potentiator	D2 antagonist	D1 ag
CC1CCCN(C(=O)CCS(=O)(=O)Cc2ccccc2)C1 (configuration not stated)	6	-3	9	-3	0.0%	-2.0	0	5	4
Cc1nn(CC(=O)N2CCOCC2)c(C)c1[N+](=O)[O-]	-27	-6	-5	-8	1.4%	0.6	-3	-2	2
O=C(c1ccc2oc(Cc3ccc(Cl)cc3)nc2c1)N1CCCCC1CCO (configuration not stated)	-5	-8	4	19	0.3%	0.5	3	-10	8
O=C(C(Cc1ccccc1)n1cccc1)N1CCN(Cc2ccccc2)CC1 (configuration not stated)	2	10	-2	-1	-0.8%	1.0	19	-24	1
COc1ccc(C(CNC(=O)COc2ccc(F)cc2Cl)N2CCCCC2)cc1 (configuration not stated)	0	-1	-6	-8	1.6%	.	.	.	1
CCCc1nnc(SCC(=O)N2CCCC2)n1Cc1ccco1	-16	-3	-22	1	2.2%	40*	-15	5	3
CCOC(=O)N1CCN(CC(=O)Nc2ccc(OC)cc2)CC1	-1	4	2	5	0.8%	0.1	0	2	1
Cc1cccc(C)c1NC(=O)COC(=O)C1C2CC3OC(=O)C1C3C2 (configuration not stated)	-4	10	-5	-3	3.2%	0.1	1	-39	1
O=C(c1ccco1)N1CCN(Cc2nnnn2C2CCCCC2)CC1	7	2	4	-8	4.9%	-3.1	.	-17	2
CC(C)c1ccc(NC(=O)c2ccc3c(c2)CCN3S(=O)(=O)c2ccccc2)cc1	0	-7	-15	-1	-2.7%	0.1	0	.	0
CCOc1ccc(N2CC(c3nc4ccccc4n3CCOc3ccc(CC)cc3)CC2=O)cc1 (configuration not stated)	-23	1	-10	0	0.9%	0.2	-4	.	2
CC(=O)Nc1ccc(NC(=O)C(NC(=O)C2CCC(C)CC2)C(C)C)cc1 (configuration not stated)	5	3	0	1	-1.2%	-0.8	27	.	2
COc1ccccc1CNS(=O)(=O)c1ccc(S(=O)(=O)NC2CC2)cc1	-4	-5	-18	-10	0.1%	0.2	.	-17	6
O=C1CCCC(c2ccccc2)N1 (configuration not stated)	-3	2	-2	-6	0.7%	2.3	7	13	4
OCC1(Cc2ccccc2)CCCN(Cc2ccn[nH]2)C1 (configuration not stated)	1	-7	-13	-4	-1.7%	0.6	6	1	1
Cc1ccc(CNC(=O)c2nc(-c3ccc(Cl)cc3)n3c2CCCCC3)cc1	-35	-5	18	2	-1.0%	-0.7	3	.	1
CN(C(=O)CC1C(=O)NCCN1CC1CCCCC1)C1CCOCC1 (configuration not stated)	1	6	12	6	-3.2%	0.3	-8	-13	2
Cn1c(SCC(=O)N/N=C/c2cccnc2)nnc1-c1ccccc1	-4	-1	7	0	1.3%	0.6	-5	8	2
Cc1ccc(C(=O)CN(C(=O)c2ccc(Cl)cc2)N2C(=O)CCC2=O)cc1	-2	-2	-10	0	-0.5%	-1.3	-21	31*	-1
CCN(CC)c1ccc(CN(C(=O)c2cccs2)C2CCS(=O)(=O)C2)cc1 (configuration not stated)	24	7	2	4	1.0%	0.1	9	30*	1
Cc1nc(N2CCCC2)ncc1C(=O)N1CCN(c2ccccc2F)CC1	-2	-2	10	-1	1.6%	.	-4	.	5

Screens (PubChem BioAssay)
